# Rtt109 HAT inh: inhibitors of C. albicans Rtt109/Vps75 HAT, primary screen, biochemical, ThioGlo CoA-SH fluorescence, plate reader; Histone acetyltransferase RTT109 (Candida albicans (strain SC5314 / ATCC MYA-2876)), …; purified Rtt109/Vps75, 4 h; inhibition, % at 34.9 µM; actives 0.16% (n = 330,000); AID 540336, 2011;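 active = inhibition of at least 50% in every replicate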
# Target sequence (Q5AAJ8 whole entry, looked up): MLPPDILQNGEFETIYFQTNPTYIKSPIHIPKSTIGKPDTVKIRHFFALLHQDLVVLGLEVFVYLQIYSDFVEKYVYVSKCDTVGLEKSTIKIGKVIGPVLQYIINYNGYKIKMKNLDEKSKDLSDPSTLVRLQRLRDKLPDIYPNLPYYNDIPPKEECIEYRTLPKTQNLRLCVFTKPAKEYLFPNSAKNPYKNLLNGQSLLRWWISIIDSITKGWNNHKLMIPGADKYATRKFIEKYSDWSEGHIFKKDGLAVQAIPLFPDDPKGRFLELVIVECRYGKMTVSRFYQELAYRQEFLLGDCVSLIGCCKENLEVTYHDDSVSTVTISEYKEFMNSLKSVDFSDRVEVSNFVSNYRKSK
# AddAB inh: growth inhibition of E. coli expressing H. pylori AddAB, primary screen, AddAB inhibitor project, absorbance; actives 0.29% (n = 330,000); inhibition, % at 11.9 µM; in the data active = inhibition above about 12%;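 also: 0% = vehicle wells of infected cells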
# Ecoli viability: E. coli V3065 growth inhibition, primary screen, counter-screen for AddAB inhibitor project, absorbance, OD600; 18 h; inhibition, % at 11.9 µM; actives 0.27% (n = 330,000); AID 449728, 2010;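 active = inhibition above the campaign's mean inhibition across all tested compounds plus 3 SD, cut at about 9.9% in these data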;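 also: uninfected addAB+ strain grown without phage in ampicillin broth; 0% = DMSO wells and 100% = ciprofloxacin 0.95 µg/ml wells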
# phage Ecoli inh: growth loss of phage-infected E. coli, primary screen, RecBCD inhibitor project, absorbance, with phage, HTS. inhibition, % at 11.9 µM. actives 0.26% (n = 360,000). AID 651602, 2012; in the data active = inhibition above about 11%
# DAGLB inhibitor: DAGLB lipase inhibitors, primary screen, biochemical, fluorescence, HTS; Diacylglycerol lipase-beta (Homo sapiens), Q8NCG7; HEK293T DAGLB membrane lysate, EnzChek fluorogenic substrate; inhibition, % at 5.17 µM; actives 0.059% (n = 340,000); AID 504411, 2011; in the data active = inhibition above about 34%;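 also: 0% = enzyme with vehicle and 100% = wells lacking enzyme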
# Target sequence (Q8NCG7 whole entry, looked up): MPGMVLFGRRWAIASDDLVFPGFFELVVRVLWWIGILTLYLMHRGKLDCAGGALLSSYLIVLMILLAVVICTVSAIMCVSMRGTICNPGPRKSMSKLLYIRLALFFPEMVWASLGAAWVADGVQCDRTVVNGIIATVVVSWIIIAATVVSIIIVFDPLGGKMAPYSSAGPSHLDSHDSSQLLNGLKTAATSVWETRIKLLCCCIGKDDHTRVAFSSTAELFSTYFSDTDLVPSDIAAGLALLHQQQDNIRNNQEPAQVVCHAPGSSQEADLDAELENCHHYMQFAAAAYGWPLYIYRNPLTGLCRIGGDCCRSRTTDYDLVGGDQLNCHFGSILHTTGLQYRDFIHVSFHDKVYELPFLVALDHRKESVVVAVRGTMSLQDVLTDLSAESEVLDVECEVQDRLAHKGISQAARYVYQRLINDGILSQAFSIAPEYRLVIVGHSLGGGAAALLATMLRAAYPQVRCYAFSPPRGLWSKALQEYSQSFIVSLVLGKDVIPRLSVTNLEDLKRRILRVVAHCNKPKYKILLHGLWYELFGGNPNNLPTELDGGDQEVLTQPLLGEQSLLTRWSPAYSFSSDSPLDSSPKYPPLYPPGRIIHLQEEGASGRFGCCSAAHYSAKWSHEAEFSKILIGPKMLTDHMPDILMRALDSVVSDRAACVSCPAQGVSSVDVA
# PvdQ inh: P. aeruginosa PvdQ acylase inhibitors, primary screen, biochemical, fluorescence, plate reader and imaging, single point | PvdQ acylase [Pseudomonas aeruginosa LESB58] | purified PvdQ acylase | inhibition, % at 10 µM | actives 0.063% (n = 340,000); in the data active = inhibition above about 30%, passing the limit was not always enough;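 also: 0% = vehicle neutral wells and 100% = reference inhibitor wells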
# Tat transport: E. coli Tat export inhibitors, primary screen, MC4100, TorA-mCherry reporter, fluorescence, single point; inhibition, % at 10 µM; actives 0.036% (n = 340,000);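 active = mean replicate inhibition at least 50% and at least half of replicates individually reaching 50%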;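 also: exported cargo escapes ClpAP degradation while cytoplasmic cargo is degraded and loses fluorescence; 0% = median of neutral control wells and 100% = median of NaSCN control wells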
# Wnt act: Wnt/beta-catenin pathway activators, primary screen, cell-based, plate reader, single point | activation, % at 9.35 µM | actives 1.2% (n = 300,000) | Wnt/beta-catenin reporter cell assay, activator | AID 743398, 2014; in the data active = activation above about 30%, passing the limit was not always enough;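 also: 0% = neutral control wells and 100% = positive control wells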
# PfHsp90 set2: growth inhibition of PfHsp90-expressing yeast, primary screen, antimalarial PfHsp90 inhibitor project, S. cerevisiae, BacTiter-Glo luminescence, single point, set 2. inhibition, % at 9.4 µM. BacTiter-Glo ATP, 48 h; yeast lacking PDR1 and PDR3 efflux regulators. actives 0.32% (n = 310,000);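 active = every replicate shows inhibition above about 80%, whatever the replicate mean, limit read from the data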;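 also: 0% = DMSO neutral controls and 100% = 20 µM radicicol positive controls; yeast relying on Plasmodium falciparum Hsp90 in place of its own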
# CAL PDZ FP: CAL PDZ peptide-binding inhibitors, primary screen, biochemical, fluorescence polarization, Cer-tagged CAL PDZ, HTS; purified CAL PDZ, TMR-peptide fluorescence polarization, 1 h; inhibition, % at 20 µM; actives 0.02% (n = 330,000); AID 504414, 2011;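 active = highest replicate inhibition of at least 40%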;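 also: plate controls were DMSO neutral control wells for no effect and unlabeled competitor peptide control wells for full effect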
#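 Assay system – tagged CAL PDZ protein CerCALP, purified · Timing – 1 h at RT · Compound – single point, 20 µM · Measured by – fluorescence polarization from S- and P-plane intensities, G-factor corrected · Evaluation – inhibition from polarization loss · Probe or stimulus – TMR reporter peptide T*-PRC34 · Buffer or medium – pH 7.4 phosphate-saline buffer, reducing agent, detergent, IgG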
# Numbers without * were called inactive; x = not tested or not shown.
No.	structure	Rtt109 HAT inh	AddAB inh	Ecoli viability	phage Ecoli inh	DAGLB inhibitor
1	C=CCOC(=O)C1=C(C)NC(SC)=C(C#N)C1c1cccs1 (stereo unspecified)	17	0.9	0.9	0.3	0
2	O=C(NCCc1c[nH]c2ccccc12)c1ccco1	-12	2.6	0.0	2.1	0
3	Cc1ccc(-c2noc(CN(C)C(=O)c3ccc(Br)o3)n2)cc1	-1	6.9	-1.6	2.5	-6
4	C=CCn1c(=NC(=O)c2ccco2)sc2cc(C(=O)OC)ccc21	11	1.6	-1.6	0.6	-3
5	CCNc1nc(NCC)nc(SCCOc2ccc(C)cc2)n1	2	6.2	0.7	0.4	-8
6	NCCCCCNC(=O)/C=N\O	2	3.3	1.6	2.7	-3
7	CCOc1ccc(CCNC(=O)CN(C)S(=O)(=O)c2ccc3c(c2)CCC(=O)N3)cc1OCC	-10	-0.5	-2.1	1.2	-2
8	Oc1ccc(Nc2nc(N3CCCC3)c3ccccc3n2)cc1	34	1.9	-2.7	-1.6	7
9	CC(C)(C)c1csc(NC(=O)CSC2=NCCS2)n1	-3	1.5	0.3	4.3	-7
10	COCCN(CC(=O)Nc1cccc(C)c1C)C(=O)c1ccc2c(c1)OCO2	5	x	x	5.0	-1
11	CN(C)c1cc(N/N=C\c2ccccc2)nc(N(C)C)n1	-7	2.3	0.0	4.5	-7
12	O=C(NC(=S)N1CCN(c2ccc(Cl)cc2[N+](=O)[O-])CC1)c1ccco1	-2	-0.3	-4.8	0.4	7
13	COc1ccc(CC(=O)O/N=C(\N)Cc2cccc3ccccc23)cc1OC	1	3.2	-0.5	3.5	-2
14	NS(=O)(=O)c1ccc(NC(=O)CSc2nnc(C3CC3)n2C2CC2)cc1	-8	1.3	-0.8	0.3	-3
15	COC(=O)COc1ccc(S(=O)(=O)Nc2ccc3c(c2)OCCO3)cc1Cl	-1	-0.3	0.7	3.3	0

No.	PvdQ inh	Tat transport	Wnt act	PfHsp90 set2	CAL PDZ FP
1	1	6	x	-8	-1.4
2	-9	-6	3	-13	0.3
3	-7	10	2	15	-3.2
4	8	-6	3	-2	-1.9
5	-9	11	x	-10	0.2
6	-12	-1	x	x	-0.4
7	-9	0	x	x	-1.4
8	9	-6	x	-9	-2.1
9	-3	-2	1	2	-0.8
10	-10	4	1	x	0.4
11	-6	11	-3	12	-1.0
12	-4	-4	6	7	0.8
13	-2	1	1	-70	-1.3
14	-15	-2	-1	-7	-2.2
15	-3	0	1	15	-1.1

# (next part)
No.	structure	Rtt109 HAT inh	AddAB inh	Ecoli viability	phage Ecoli inh	DAGLB inhibitor
16	O=C1COc2ccc(S(=O)(=O)CCC(=O)NC3CCCCC3)cc2N1	-2	2.2	-0.8	1.2	-3
17	O=C(O)c1cn(CCOc2ccccc2Cl)c2ccccc12	-3	0.3	-1.1	4.1	-2
18	COc1ccccc1NC(=O)C(C)N1C(=O)C2CCCCC2C1=O (stereo unspecified)	1	1.2	2.1	5.0	-1
19	Nc1ncnc2c1ncn2[C@@H]1O[C@H](CNCc2ccc(-n3cccn3)cc2)[C@@H](O)[C@H]1O	-2	1.3	-6.4	x	0
20	Cc1cc(C)c(C(=O)c2ccccc2)c(C)c1	7	x	x	3.2	-5
21	CC(C)Sc1nc2c(c(=O)[nH]c(=O)n2C)n1Cc1ccc(Cl)cc1	-31	1.8	1.9	2.1	4
22	CSc1cc(-c2ccccc2)n(Cc2c(Cl)cccc2Cl)c(=O)c1C#N	-3	-0.2	-0.5	1.2	0
23	CCN(CC)CCN(C(=O)CCS(=O)(=O)c1ccccc1)c1nc2cc(OC)c(OC)cc2s1	-3	1.8	-0.3	1.8	6
24	COc1ccccc1N1CCN(C2=Nc3cccc4cccc2c34)CC1	9	-0.9	0.1	3.6	10
25	N=C1/C(=C/c2cccn2Cc2ccc(F)cc2)C(=O)N=C2SC=CN12	-14	-0.7	3.1	2.5	3
26	COc1cccc(C(O)c2nccn2Cc2ccccc2)c1OC (stereo unspecified)	-1	x	x	-1.5	-1
27	CCCCCc1cc(O)c2c(C)cc(=O)oc2c1	-3	7.3	6.8	9.2	-4
28	CCCCc1nnc(NC(=O)CSCc2cc(=O)n3cc(C)sc3n2)s1	x	0.2	-0.6	3.2	-4
29	c1ccc(-c2ccc(OCCCn3cncn3)cc2)cc1	-2	1.1	-0.4	-0.6	0
30	CCn1c(=O)c(C(=O)CN(C)Cc2ccc(F)cc2)c(N)n(Cc2ccccc2)c1=O	0	-1.7	-0.1	4.2	2

No.	PvdQ inh	Tat transport	Wnt act	PfHsp90 set2	CAL PDZ FP
16	-4	7	-1	20	-2.9
17	4	1	0	-8	-0.1
18	-6	-6	-1	-11	-0.3
19	0	-3	x	-19	0.3
20	-3	3	3	-8	1.5
21	-12	4	4	12	-0.9
22	6	-2	x	-12	1.3
23	-12	-6	28	3	-0.8
24	3	-4	-3	7	-2.4
25	-21	10	-1	12	-3.7
26	-1	-11	-1	-1	-1.1
27	-5	3	0	17	-3.7
28	2	-7	1	7	-1.2
29	3	-11	35*	6	-1.0
30	-5	-1	0	2	0.1

# Compounds above that have fluorine:
No.	structure	Rtt109 HAT inh	AddAB inh	Ecoli viability	phage Ecoli inh	DAGLB inhibitor
25	N=C1/C(=C/c2cccn2Cc2ccc(F)cc2)C(=O)N=C2SC=CN12	-14	-0.7	3.1	2.5	3
30	CCn1c(=O)c(C(=O)CN(C)Cc2ccc(F)cc2)c(N)n(Cc2ccccc2)c1=O	0	-1.7	-0.1	4.2	2

No.	PvdQ inh	Tat transport	Wnt act	PfHsp90 set2	CAL PDZ FP
25	-21	10	-1	12	-3.7
30	-5	-1	0	2	0.1

# Continuation.
No.	structure	Rtt109 HAT inh	AddAB inh	Ecoli viability	phage Ecoli inh	DAGLB inhibitor
31	O=C(O)c1cc(N2C(=O)C3CCCCC3C2=O)ccc1NCc1cccnc1 (stereo unspecified)	1	-0.5	-0.7	2.4	1
32	COc1ccc(-c2csc(N(Cc3ccco3)C(=O)c3cccs3)n2)cc1	4	0.0	-0.9	2.5	-7
33	Cn1c(N)c(C(=O)COC(=O)C2(c3ccccc3F)CCCC2)c(=O)n(C)c1=O	3	-0.3	0.2	3.0	-3
34	S=C(NCc1ccco1)Nc1ccc(Br)cn1	2	-1.9	0.3	4.0	1
35	O=C(COc1ccccc1)NCC(=O)NC1=NCCS1	-2	1.0	1.5	0.7	-1
36	Cc1ccccc1CN1[C@@H](C(C)C)COCCS1(=O)=O	3	1.0	-1.5	1.6	-3
37	O=C(NNC(=S)Nc1ccccc1)C1CC1	4	0.3	-1.2	-0.8	3
38	CCCNC(=S)N(Cc1ccccc1)Cc1nc2ccccc2c(=O)[nH]1	5	2.3	0.3	-2.0	2
39	COc1ccc(CCNC(=O)CCS(=O)(=O)c2ccc3nc(C)sc3c2)cc1OC	-1	1.2	2.8	2.2	3
40	Cc1ccc(OCCn2nc3ccccc3n2)c(C)c1	5	1.9	-2.7	4.7	-10
41	CCOC(=O)c1cccc(NC(=O)CCn2nc(C)c(S(=O)(=O)N3CCCCC3)c2C)c1	2	1.5	-2.7	2.9	-4
42	CC(C)(C)NS(=O)(=O)c1ccc(NC(=O)NC2CCCCC2)cc1	11	-2.0	-3.9	3.2	3
43	CCN(CC)S(=O)(=O)c1cccc(-c2nnc(SCC(N)=O)n2N)c1	-8	1.9	1.3	1.2	1
44	CCCCn1c(SCc2nc(N)nc(Nc3ccccc3C)n2)nc2ccccc2c1=O	-4	1.9	-0.5	1.0	-3
45	CCc1nnc(NC(=O)CN2CC(C)OC(C)C2)s1 (stereo unspecified)	2	4.0	1.4	-2.5	-2

No.	PvdQ inh	Tat transport	Wnt act	PfHsp90 set2	CAL PDZ FP
31	11	-3	-6	-26	-1.7
32	-9	5	41*	-23	191*
33	-6	6	-1	-8	x
34	-14	8	2	0	-4.2
35	-18	8	x	-1	-0.3
36	-6	-6	0	x	0.1
37	-8	-2	x	-22	-0.7
38	-2	0	x	-6	-2.7
39	-12	14	2	11	0.0
40	-4	9	26	x	-0.4
41	-12	6	2	-9	-2.3
42	10	12	x	-1	-1.6
43	-14	-2	0	-2	-2.1
44	1	5	x	5	-1.5
45	1	2	0	-2	0.0

# Compound profiles, from the list above:
# CSc1cc(-c2ccccc2)n(Cc2c(Cl)cccc2Cl)c(=O)c1C#N is listed with Rtt109 HAT inh: -3; AddAB inh: -0.2; Ecoli viability: -0.5; phage Ecoli inh: 1.2; DAGLB inhibitor: 0; PvdQ inh: 6; Tat transport: -2; Wnt act: x; PfHsp90 set2: -12; CAL PDZ FP: 1.3
# CCCCCc1cc(O)c2c(C)cc(=O)oc2c1 is listed with Rtt109 HAT inh: -3; AddAB inh: 7.3; Ecoli viability: 6.8; phage Ecoli inh: 9.2; DAGLB inhibitor: -4; PvdQ inh: -5; Tat transport: 3; Wnt act: 0; PfHsp90 set2: 17; CAL PDZ FP: -3.7

# (listing goes on)
No.	structure	Rtt109 HAT inh	AddAB inh	Ecoli viability	phage Ecoli inh	DAGLB inhibitor
46	O=C(CN1CCN(C(=O)C2COc3ccccc3O2)CC1)Nc1ccc(F)cc1 (stereo unspecified)	x	2.8	-1.5	1.5	x
47	CCOC(=O)c1ccc(NS(=O)(=O)c2cccc3nsnc23)cc1	-11	5.1	1.1	-0.9	-2
48	Cc1nnc(NC(=O)CSc2nnc(CNC(=O)c3ccccc3F)n2C(C)C)s1	-5	x	x	2.2	10
49	O=C(O)COc1ccc2c(c1)OCCO2	0	0.5	-0.2	1.8	3
50	Nc1ccn([C@H]2CS[C@@H](CO)O2)c(=O)n1	14	-0.5	-1.1	3.4	0
51	O=Cc1cccn1-c1ccccc1	-6	1.0	-5.4	4.2	2
52	OCC[C@@H]1C[C@@H](O)[C@H](O)[C@]2(CCc3ccccc3CO2)O1	-6	3.7	-1.2	1.0	-3
53	CC(C)c1ccc(/C=N/n2c(-c3ccccc3)n[nH]c2=S)cc1	-9	1.2	1.1	1.1	-4
54	COc1ccccc1OCCNS(=O)(=O)c1ccc2oc3ccccc3c2c1	-12	4.8	-0.5	0.4	-6
55	COc1ccccc1NC(=O)c1ccc(S(=O)(=O)NCc2ccco2)cc1	18	3.6	0.2	2.0	-1
56	O=C1C=CC2=C3c4cc(O)c(O)cc4CC3(O)COC2=C1O (stereo unspecified)	18	x	x	4.6	-1
57	O=S(=O)(NCC1CC1)c1cccc(S(=O)(=O)N2CCCC2)c1	1	4.5	-1.8	-0.8	-3
58	CC(C)C(NC(=O)C1CCCCC1)C(=O)Nc1ccc2c(c1)OCCO2 (stereo unspecified)	2	3.3	0.8	1.1	0

No.	PvdQ inh	Tat transport	Wnt act	PfHsp90 set2	CAL PDZ FP
46	x	x	0	x	x
47	-1	3	1	24	x
48	-8	0	-1	3	0.7
49	-8	-6	x	-2	-0.2
50	-15	-8	-2	52	-1.2
51	4	-6	1	-18	1.3
52	0	2	-1	-7	-0.3
53	5	2	-1	-4	-1.4
54	-19	9	-1	-36	-0.1
55	2	-5	-1	8	-3.8
56	11	14	0	21	0.9
57	11	-13	0	8	-0.1
58	0	-2	12	3	-0.4

# High-throughput results as filed in PubChem BioAssay.
